Screening data (PubChem)
tim10-1 inh: tim10-1 yeast growth inhibition | AID 463190 | S. cerevisiae tim10-1 ts strain growth, BacTiter-Glo, 24 h | inhibition, % at 20 µM | 330,000 compounds, 2.2% hits;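 active = inhibition of at least 40%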;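 note: mutant grown at 25 °C; 0% = DMSO wells with yeast and 100% = wells holding no yeast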
tim23-1 inh: inhibits growth of tim23-1 mutant yeast; S. cerevisiae tim23-1 growth, BacTiter-Glo luminescence, 24 h; inhibition, % at 20 µM; 330,000 compounds, 1.3% hits;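 active = growth inhibition of the mutant yeast at or above 50%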;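 note: temperature-sensitive mutant grown at 25 °C; plate controls were DMSO-treated mutant yeast for no effect and medium wells lacking yeast for full effect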
UPR CHOP act: apoptotic UPR (CHOP) activation. activation, % at 10 µM. CHO-CHOP luciferase reporter, luminescence; percent of tunicamycin response over DMSO baseline. 330,000 compounds, 0.34% hits;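 active = at 10 µM dose, activation of 40% or more, normalized to positive control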;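 note: 100% = tunicamycin at 10 µg/mL and 0% = DMSO alone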
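Test system: CHO CHOP reporter cells. Input: 500 CHO-CHOP cells per well. Medium: F12 with 10% FBS. Technique: luciferase luminescence. Measure: percent activation relative to tunicamycin control. Dosing: 10 µM compound, 0.5% DMSO. Timing: 16-18 h cell attachment, then 6 h compound exposure, 37 °C.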
Jurkat NFkB inh: inhibitors of the PMA/ionomycin-induced NF-kB reporter in Jurkat cells; PMA/ionomycin-induced NF-kB luciferase reporter, luminescence; inhibition, % at 4 µM; 330,000 compounds, 0.53% hits; in the data active = inhibition above about 50%
Mdm2-MdmX inh: human Mdm2/MdmX binding inhibition. O15151+Q00987. SaOS-2 split-luciferase Mdm2/MdmX complementation, luminescence. inhibition, % at 8 µM. 330,000 compounds, 3% hits. AID 485346;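 active = inhibition of at least 50% at 8 µM in the primary screen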
Target sequence (O15151 whole entry, looked up): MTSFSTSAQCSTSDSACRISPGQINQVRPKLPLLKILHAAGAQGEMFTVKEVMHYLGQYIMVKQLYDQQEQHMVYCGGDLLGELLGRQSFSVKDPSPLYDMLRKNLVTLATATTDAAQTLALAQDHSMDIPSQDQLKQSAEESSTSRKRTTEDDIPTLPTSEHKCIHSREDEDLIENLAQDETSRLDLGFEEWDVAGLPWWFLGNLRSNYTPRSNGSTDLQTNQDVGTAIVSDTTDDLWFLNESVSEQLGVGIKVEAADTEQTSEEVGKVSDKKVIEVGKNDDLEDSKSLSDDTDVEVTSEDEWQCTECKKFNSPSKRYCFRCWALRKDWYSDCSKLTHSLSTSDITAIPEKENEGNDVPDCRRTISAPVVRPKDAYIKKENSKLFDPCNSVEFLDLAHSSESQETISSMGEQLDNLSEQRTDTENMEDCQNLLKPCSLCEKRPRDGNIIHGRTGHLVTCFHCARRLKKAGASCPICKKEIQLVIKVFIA
Target sequence (Q00987 whole entry, looked up): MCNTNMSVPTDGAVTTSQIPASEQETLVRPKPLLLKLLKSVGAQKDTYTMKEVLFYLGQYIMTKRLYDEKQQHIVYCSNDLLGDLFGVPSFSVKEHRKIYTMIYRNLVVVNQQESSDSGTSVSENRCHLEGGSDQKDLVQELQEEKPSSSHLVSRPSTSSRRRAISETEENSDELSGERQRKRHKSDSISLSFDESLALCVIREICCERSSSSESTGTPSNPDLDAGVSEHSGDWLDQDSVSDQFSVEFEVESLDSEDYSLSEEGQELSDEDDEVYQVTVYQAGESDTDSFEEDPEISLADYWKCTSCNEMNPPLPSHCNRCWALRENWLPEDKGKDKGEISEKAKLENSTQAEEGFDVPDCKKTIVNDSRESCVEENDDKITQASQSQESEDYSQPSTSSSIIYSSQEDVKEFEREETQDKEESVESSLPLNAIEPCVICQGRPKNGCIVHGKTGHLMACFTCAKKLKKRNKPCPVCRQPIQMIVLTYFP
TIM10 inh: TIM10 yeast growth inhibition | S. cerevisiae TIM10 strain growth, BacTiter-Glo luminescence, 24 h | inhibition, % at 10 µM | 330,000 compounds, 1.4% hits;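 active = inhibition of 40% or more at the single tested concentration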;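 note: wild-type TIM10 isogenic control strain grown at permissive 25 °C; 0% = DMSO yeast wells and 100% = minimal medium wells without yeast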
697 NFkB inh: lowers PMA/ionomycin-induced NF-kB signal in 697 B cells | 697 B-cell NF-kB luciferase reporter, 16 h | inhibition, % at 4 µM | 330,000 compounds, 0.33% hits; in the data active = inhibition above about 35%
UPR XBP1 act: adaptive UPR (XBP1) activation | 330,000 compounds, 0.33% hits | activation, % at 20 µM | CHO-XBP1 luciferase reporter, IRE1-XBP1 UPR activation, luminescence; percent of tunicamycin response, DMSO as zero;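 active = versus positive control, 20 µM dose yields 30% or more activation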;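 note: 100% = tunicamycin at 10 µg/mL and 0% = DMSO only wells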
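Material: CHO cell line with stable XBP1 luciferase reporter; buffer or medium: F12 medium containing 10% fetal bovine serum; compound: single point, 20 µM final compound, 1% DMSO; incubation: 6 h treatment, 37 °C; measured by: glow luminescence from Steady-Glo reagent; evaluation: activation, % of tunicamycin; control set: tunicamycin high, DMSO low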
Numbers without * were called inactive.

SMILES | tim10-1 inh | tim23-1 inh | UPR CHOP act | Jurkat NFkB inh | Mdm2-MdmX inh | TIM10 inh | 697 NFkB inh | UPR XBP1 act
Nc1cc(C(=O)OCC(=O)NCCCc2ccccc2)ccc1Cl | 12 | 7 | 2.8 | -8 | 22 | -8 | -12 | -4
COc1ccc(NC(=S)N(CCCN2CCOCC2)Cc2cn(C)c3ccccc23)cc1 | -4 | 4 | 1.2 | 2 | 23 | 9 | 1 | -1
COc1cccc(C(C(=O)NC2CCCCC2)N(C(=O)Cc2cccs2)c2ccc(-n3cnnn3)c(OC)c2)c1 (centres undefined) | 20 | 10 | -1.6 | 6 | 26 | 12 | 8 | 1
CCN(CC)C(=N)N1c2ccccc2CCC1C (centres undefined) | 4 | 14 | -0.1 | -2 | 0 | -6 | -5 | 2
Brc1ccc(-c2nnc(-c3cccnc3)c3conc23)cc1 | 51* | 44 | 3.3 | -9 | -21 | 18 | -7 | 4
CC1(C)CCc2cc(-c3ccn(S(=O)(=O)c4ccccc4Cl)n3)ccc2O1 | 6 | 10 | 3.5 | -86 | 29 | 13 | -45 | 1
CC(=O)c1cccc(Nc2c([N+](=O)[O-])c(=O)oc3ccccc23)c1 | -2 | 1 | -2.2 | 2 | 24 | 14 | -10 | -2
O=C(CCC(=O)OCc1cccc([N+](=O)[O-])c1)Nc1ccccc1Cl | 6 | 10 | -0.2 | 2 | -6 | -5 | -21 | -1
FC(F)(F)COc1cc(-c2nnc(SCc3ccccc3)n2Cc2ccco2)cc(OCC(F)(F)F)n1 | 11 | 19 | 0.3 | 9 | 16 | -4 | -20 | 1
CCc1nc(SCc2ccc(OC)c(Br)c2)n[nH]1 | 19 | 24 | 2.6 | -9 | 9 | 6 | -8 | 1
COc1ccc(CC2(CO)CCN(Cc3cnn(-c4ccccc4OC)c3)CC2)cc1 | 6 | 9 | -0.9 | 18 | 8 | -17 | 0 | 1
CC(CCc1ccccc1)NC(=S)NC1CCCCC1 (centres undefined) | -2 | 11 | -2.3 | 3 | 11 | 7 | -2 | -4
Oc1[nH]c2ccc(Br)cc2c1N=NC(=S)Nc1ccc(F)cc1 | 11 | 20 | 0.8 | 9 | 71* | 12 | 20 | 0
CC(C)N(Cc1nc(-c2ccc(Cl)cc2)no1)C(=O)C12CC3CC(CC(C3)C1)C2 | -16 | -17 | -1.1 | -14 | 22 | -2 | -14 | -1
O=C(COC(=O)c1cc(Cl)ccc1O)NCCC1=CCCCC1 | -1 | 4 | 0.3 | 6 | -6 | -4 | 6 | 0
COc1ccc2[nH]c(C)c(C(=O)CN3CCN(C(=O)c4ccco4)CC3)c2c1 | 8 | 11 | 0.5 | 5 | -8 | -1 | -8 | 0
Cc1cc(C)nc(SCCn2c(N3CCCCC3)nc3c2c(=O)n(C)c(=O)n3C)n1 | 26 | 18 | -1.3 | 0 | 30 | 25 | 5 | 1
Cc1ccc(C(=O)Nc2sc3c(c2C(=O)O)CCC(C)C3)o1 (centres undefined) | 10 | 17 | 14 | -1 | 29 | 19 | -38 | 6
CCN(c1ccccc1)S(=O)(=O)c1ccc(Cl)c(NC(=O)CN2C(=O)NC3(CCCC3)C2=O)c1 | 5 | 7 | 0.8 | -4 | -3 | -12 | 1 | 0
CC(Oc1ccc(F)cc1)C(=O)Nc1sc2c(c1C(=O)NCc1cccnc1)CCCC2 (centres undefined) | 32 | 18 | -0.2 | -11 | 1 | 1 | 1 | 0
CCOc1ccc(/C=C\C(C)=N\O)cc1 | -10 | 12 | 2.2 | -93 | -82 | -18 | -133 | 7
C[n+]1ccc(C(=O)NCCC[N+](C)(C)C)cc1/C=N/O | -13 | -9 | 0.2 | 10 | 4 | 1 | -15 | 8
Cc1cccc([N+](=O)[O-])c1NC(=O)CN(Cc1ccccc1)Cc1ccccc1 | 20 | 15 | 0.7 | -6 | 3 | 17 | 21 | 1
CCOC(=O)C1(Cc2cccc(OC)c2)CCCN(C(=O)CCSC)C1 (centres undefined) | 14 | 14 | 4.0 | -42 | -52 | 5 | -49 | 1
O=C(/C=C/c1ccccc1)NCC(=O)N/N=C/c1ccccc1[N+](=O)[O-] | 11 | 10 | -1.9 | 9 | 13 | 15 | -31 | -1
CCN1CCN(CCNC(=O)c2ccc3nc(-c4cccc(C)c4)c(-c4cccc(C)c4)nc3c2)CC1 | 20 | 3 | 2.2 | 1 | 100* | 9 | -37 | 14
CNC(=O)C(=O)NCC(c1cccs1)S(=O)(=O)c1ccc(F)cc1 (centres undefined) | -8 | 4 | -2.5 | 5 | 19 | 2 | -3 | -3
CCC(C)(C)NC(=O)C(c1ccncc1)N(C(=O)c1sc(C)nc1C)c1ccc(F)cc1 (centres undefined) | 10 | 5 | -1.2 | 8 | 21 | 7 | 3 | -3
COCC(=O)N(Cc1cc2cc(C)ccc2[nH]c1=O)c1cccc(C)c1C | 10 | 8 | -2.2 | 0 | 7 | -2 | 9 | -5
CCc1nnc(NC(=O)[C@@H](NC(=O)c2cccc(C)c2)C(C)C)s1 | -8 | -19 | -2.5 | 4 | 16 | -1 | -8 | -3
CC(C)OC(=O)CSc1nnc(CNc2cccc(Cl)c2)n1C | 32 | 12 | -1.0 | 2 | -5 | 10 | -19 | -1
CC(OC(=O)C1CC1)C(=O)Nc1cc(Cl)cc(Cl)c1 (centres undefined) | 19 | 37 | 1.6 | 9 | -14 | 36 | -7 | -2
CC1(C)CC2(CCO1)N1CC3(C)CN2CC(C)(C1)C3=O (centres undefined) | 6 | 10 | -2.3 | -11 | 5 | -9 | 11 | -1
O=C(CCc1ccc(F)c(F)c1)NC1CCCN(Cc2ccc(Cl)cc2)C1 (centres undefined) | 26 | 11 | -0.5 | 1 | -13 | 10 | -4 | -5
CCNS(=O)(=O)c1ccc(C)c(-n2cnnn2)c1C | 11 | 9 | 1.6 | -8 | -9 | 7 | -14 | 0
COc1ccc(C(=O)N2CCCc3ccccc32)cc1 | 25 | 4 | -0.4 | 0 | 0 | -11 | 15 | -2
O=C(COc1ccccc1)NCC(=O)N/N=C/c1ccccc1 | 10 | 14 | -1.8 | 9 | 4 | 2 | 21 | 0
Cc1ccc(C(=O)NC2CCN(Cc3ccccc3)CC2)cc1S(=O)(=O)N1CCOCC1 | 0 | 16 | 0.2 | 24 | 10 | 8 | -40 | 0
CC(=O)NC(c1ccccc1)c1cc(Cl)c2cccnc2c1O (centres undefined) | 15 | 56* | 0.2 | 0 | 77* | 4 | -35 | 1
O=C(Cn1ccc(NC(=O)OCc2ccccc2)nc1=O)NCCc1c[nH]c2ccccc12 | -8 | -14 | -1.7 | -8 | 12 | 2 | 6 | -2
Cc1cc(C)n(C(=O)c2cccc([N+](=O)[O-])c2C)n1 | -3 | 9 | 0.0 | -1 | 6 | -3 | -9 | 0
CCCCc1n[nH]c2c1/C(=N/O)CC(c1ccccc1)C2 (centres undefined) | -4 | -1 | 1.8 | -6 | 18 | 8 | 13 | 1
O=c1[nH][nH]c(=O)c2cc(N3CCCC3)ccc12 | -7 | 0 | 0.4 | -3 | 12 | -10 | 1 | -3
O=C1CSC(c2cccc([N+](=O)[O-])c2)N1Cc1ccccc1 (centres undefined) | 11 | 9 | 0.0 | -7 | 14 | 16 | -3 | 2
Cc1cc(C(=O)NC2CCCc3c2cnn3-c2ccc(C)c(C)c2)n(C)n1 (centres undefined) | 28 | 30 | 5.5 | 62* | 18 | 9 | 49* | -5
Cc1ccc(CNC(=O)CCNC(=O)Cn2ccc3ccccc3c2=O)o1 | 19 | 1 | -2.2 | 3 | 12 | 6 | 18 | -3
CC(Sc1n[nH]c(N)n1)C(=O)Nc1ccccc1-c1ccccc1 (centres undefined) | 15 | 2 | 1.6 | 9 | 9 | 5 | -2 | -3
Cc1ccccc1-c1nnc(SCCOc2ccc3c(C)cc(=O)oc3c2)o1 | 15 | 30 | -2.8 | 21 | 14 | 16 | -2 | 1
COc1ccc(C(CC(=O)N2CCCC(C)C2)c2c(O)cc(OC)cc2OC)cc1 (centres undefined) | 28 | 13 | -1.4 | 2 | -18 | 14 | 11 | -2
Cc1ccc(NC(=O)CSc2nc(O)cc(=O)n2C)cc1 | 14 | 16 | 2.2 | 3 | -11 | 10 | 14 | -2
CCc1ccccc1OCC(=O)Nc1cc(S(=O)(=O)N(CC)CC)ccc1N1CCOCC1 | 14 | 30 | 1.1 | 6 | 28 | 20 | -9 | -1
CCCCc1nc(SCC(=O)Nc2ncccn2)n[nH]1 | 5 | 10 | -2.0 | -19 | -22 | 10 | -23 | -2
CCOc1ccc(-c2cc(C(=O)N3CCCC3)c3ccccc3n2)cc1 | 15 | 21 | 5.6 | -43 | -19 | 3 | -67 | -3
COc1ccc(S(=O)(=O)N2CCN(CC(=O)Nc3ccccc3Cl)CC2)cc1 | -12 | -1 | 0.8 | 13 | 26 | -9 | 17 | -5
